Screening results: PubChem BioAssay, several laboratories
SUMO HTRF inh – inhibitors of in vitro SUMOylation cascade, primary screen, biochemical, HTRF, uHTS | SUMO-conjugating enzyme UBC9 (Homo sapiens), P63279 | HTRF SUMOylation assay, SAE1/SAE2 + UBC9 | inhibition, % at 35 µM | 290,000 compounds, 0.36% hits | AID 2006, 2009; in the data active = inhibition above about 50%, passing the limit was not always enough; also: strong numbers were not always called active
HCV NS3 hel inh – inhibitors of HCV NS3 helicase, primary screen, biochemical, Cy5 molecular beacon fluorescence; NS3 helicase DNA unwinding; 290,000 compounds, 0.56% hits; inhibition, % at 10.9 µM; Hepatitis C virus NS3 helicase;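 active = inhibition above the mean of all tested compounds plus 3 SD, set per campaign, cut at about 35% in these data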;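 also: 0% = DMSO wells and 100% = thioflavine S control wells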
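assay system = NS3 helicase fragment of HCV | buffer or medium = MOPS pH 6.5, MgCl2, DTT, Tween20, BSA | timing = 60 min unwinding reaction at 25 °C after ATP addition | signal = Cy5 beacon fluorescence read at start and 1 h | read-out basis = % inhibition of unwinding | control set = low DMSO, high thioflavine S at 110 µM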
MEKK2 mut-MEK5 – MEK5 binding signal on mutant MEKK2 PB1, primary screen, biochemical, multiplex bead flow cytometry, Alexa488-MEK5; Alexa488-MEK5 binding to MEKK2 mutant; percent response, % at 10 µM; 290,000 compounds, 0.35% hits; in the data active = percent response above about 24%, passing the limit was not always enough; also: inactives centre near 1; some results filed as inactive read as strong as hits
MEKK2 WT-MEK5 – modulators of MEK5 binding to wildtype MEKK2, primary screen, biochemical, multiplex bead flow cytometry, Alexa488-MEK5; Mitogen-activated protein kinase kinase kinase 2 (Homo sapiens), Q9Y2U5; Alexa488-MEK5 binding to MEKK2 WT; actives lie on both sides; binding response (% of control), % at 10 µM; 290,000 compounds, 1.1% hits; AID 1531, 2009; in the data active = binding response below about 67% or above about 130%
FID counter – compounds displacing fluorescent DNA intercalator, primary screen, artefact control for HCV NS3 helicase inhibitor project, biochemical, FID fluorescence | DNA fluorescent intercalator displacement | inhibition, % at 7.9 µM | 290,000 compounds, 0.17% hits | AID 1845, 2009; in the data active = inhibition above about 37%;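 also: 0% = vehicle and 100% = reference compound; higher means more ethidium bromide displaced from hairpin DNA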
GalR3 antagonist – GalR3 antagonists in HEK293 cells, primary screen, cell-based, fluorescence readout; inhibition, % at 3 µM; 360,000 compounds, 0.44% hits; HEK293 GalR3-CNG cAMP membrane potential fluorescence; galR3 body fused to GalR1 C-terminus;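 active = inhibition above the screen-wide average plus 3 SD, cut at about 13% in these data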;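 also: forskolin and galanin both at EC90 stimulate the cells; cAMP rise reported by CNG channel membrane potential dye signal; 0% = forskolin plus galanin with DMSO and 100% = forskolin alone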
Target sequence (O60755 1-299 limits assumed): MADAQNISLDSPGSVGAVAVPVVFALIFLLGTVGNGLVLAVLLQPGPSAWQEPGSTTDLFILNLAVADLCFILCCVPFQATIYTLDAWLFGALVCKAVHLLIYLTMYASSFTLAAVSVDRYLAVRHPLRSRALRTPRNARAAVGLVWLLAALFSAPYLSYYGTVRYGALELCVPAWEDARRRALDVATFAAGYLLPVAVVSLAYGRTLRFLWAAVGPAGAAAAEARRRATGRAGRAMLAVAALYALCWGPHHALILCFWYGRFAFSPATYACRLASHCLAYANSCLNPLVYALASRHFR
MEKK3 PB1 HTS – modulators of MEKK3-MEK5 PB1 binding, primary screen, biochemical, wildtype MEKK3, multiplex bead flow cytometry, Alexa488-MEK5; Mitogen-activated protein kinase kinase kinase 3 (Homo sapiens), Q99759; bead-based flow cytometry, Alexa488-MEK5 binding to MEKK3; actives lie on both sides; 0 = blocked by unlabeled MEK5, 100 = vehicle; binding response (% of control), % at 10 µM; 290,000 compounds, 1.4% hits;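 active = binding response more than 3 SD above or below the average of its plate-row segment, actives on both sides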;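 also: Alexa488 bead fluorescence after subtracting the streptavidin-only scavenger bead signal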
Target sequence (Q99759 whole entry, looked up): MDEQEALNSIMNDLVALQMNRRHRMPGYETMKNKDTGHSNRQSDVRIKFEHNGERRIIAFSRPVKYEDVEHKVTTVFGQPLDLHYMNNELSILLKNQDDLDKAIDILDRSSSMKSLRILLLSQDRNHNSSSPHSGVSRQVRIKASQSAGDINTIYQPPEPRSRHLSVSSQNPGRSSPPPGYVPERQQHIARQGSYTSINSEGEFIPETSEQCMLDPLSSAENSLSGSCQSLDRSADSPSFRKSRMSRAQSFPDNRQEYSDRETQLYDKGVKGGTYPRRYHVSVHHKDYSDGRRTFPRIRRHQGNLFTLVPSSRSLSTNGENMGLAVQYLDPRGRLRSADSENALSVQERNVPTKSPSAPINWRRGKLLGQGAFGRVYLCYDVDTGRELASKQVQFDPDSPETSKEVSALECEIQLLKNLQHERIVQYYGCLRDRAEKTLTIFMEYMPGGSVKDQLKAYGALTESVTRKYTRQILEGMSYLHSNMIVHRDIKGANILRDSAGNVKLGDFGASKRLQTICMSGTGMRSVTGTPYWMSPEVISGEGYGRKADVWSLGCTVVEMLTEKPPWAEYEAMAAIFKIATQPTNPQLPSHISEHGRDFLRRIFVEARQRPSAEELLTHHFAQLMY
CRFR2-BP ag – agonists of CRF-BP/CRF-R2 complex, primary screen, cell-based, HEK293, calcium dye fluorescence, uHTS | CRF-binding protein / CRF receptor 2 complex (human) | calcium dye fluorescence (FLIPR); percent of saturating CRF peptide response | activation, % at 13.2 µM | 350,000 compounds, 0.46% hits | AID 588473, 2011;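 active = activation of at least 50%, plus an integration ratio under a set limit after plate pattern correction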;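 also: plate controls were neutral control wells without compound for no effect and CRF at EC100 for full effect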
CRFBP-R2 block – antagonists of CRF-BP/CRF-R2 complex, primary screen, cell-based, HEK293, calcium dye fluorescence, uHTS; 350,000 compounds, 0.59% hits; inhibition, % at 11.8 µM; AID 588475, 2011; CRF-induced calcium fluorescence;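 active = inhibition of the ligand-induced calcium signal above about 50% at the single tested concentration, limit read from the data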
Active calls of the source: *; . = not tested or not shown; [ ] = dose if it differs, or a comment.

SMILES	SUMO HTRF inh	HCV NS3 hel inh	MEKK2 mut-MEK5	MEKK2 WT-MEK5	FID counter	GalR3 antagonist	MEKK3 PB1 HTS	CRFR2-BP ag	CRFBP-R2 block
CCOC(=O)c1ccc2[nH]c3ccccc3c2c1	17	-3	2	106	-6	-7	111	-0.6	3
COc1ccc(NC(=O)Nc2ccc3c(c2)N(C)C(=O)CS3)cc1OC	13	-6	5	110	1	1	104	-0.9	13
CC(=O)Cn1c(C(F)(F)F)nc2ccccc21	-16	4	.	.	0	-2	.	0.1	5
COc1cc(CNC(C)C23CC4CC(CC(C4)C2)C3)cc(OC)c1OC (centres undefined)	13	-33	2	98	20	-14	93	-0.6	-9
CCC(C)(C)NC(=O)c1ccc2c(c1)S(=O)(=O)c1ccccc1C2=O	29	-5	7	100	-8	-2	102	-1.1	-14
COc1cc(NC(=O)CCC(=O)OCCCC(F)(F)C(F)(F)F)nc(OC)n1	-1	-19	-7	93	-19	1	93	-1.4	-25
C(=C\c1ccccc1)/CN1CCN(C(c2ccccc2)c2ccccc2)CC1	0	-53	14	165*	1	.	109	-1.4	-7
O=C1Nc2ccc(Cl)cc2/C1=C/C1CC=CCC1 (centres undefined)	-8	-13	-3	92	-4	-10	94	1.2	-107
CCN(CCCNC(=O)Cn1ncc2c([nH]c3ccc(C)cc32)c1=O)c1cccc(C)c1	31	-12	-3	93	-8	.	95	2.7	2
CC(=O)c1ccc(C(=O)N2CCCC(C(=O)c3ccc(Cl)cc3)C2)s1 (centres undefined)	3	-8	-3	98	-39	-4	95	-1.9	10
CN(C(=O)COC(=O)c1cc(-c2ccccc2Cl)nc2ccccc12)C1CCS(=O)(=O)C1 (centres undefined)	6	5	5	106	-37	-6	106	-2.9	9
COc1ccc(-c2c3c(=O)n(C)c(=O)n(C)c3cn2-c2ccc(O)cc2)cc1	11	6	-3	101	-7	-2	101	0.6	-8
CCOc1ccc(NC(=O)CN(c2cccc(C(F)(F)F)c2)S(C)(=O)=O)cc1	-16	14	2	98	-18	-3	101	-0.6	-6
CCCC(CCC(=O)NC1CCCCC1)C(=O)O (centres undefined)	-10	-2	-5	93	3	-3	93	0.9	4
CC1CN(Cc2c(O)ccc3c2oc(=O)c2ccccc23)CC(C)O1 (centres undefined)	34	12	-12	94	2	-1	98	-1.9	0
OCCNc1nc(SCc2ccccc2)nc2sc3c(c12)CCC3	-22	-32	.	.	-9	-4	.	0.9	-2
Cc1nnc(SC(C(=O)c2ccccc2)c2ccccc2)[nH]c1=O (centres undefined)	14	-2	13	108	-6	-2	106	-0.1	5
CC/C(=N\NC(=O)c1ccc2c(c1)OCO2)c1ccccc1	3	-2	3	104	-15	7	104	0.4	15
O=C(O)c1cc2ccc3cccc4ccc(c1)c2c34	15	28	8	107	-20	-9	106	-2.3	16
CCC(C(=O)OCC(=O)Nc1cc(Cl)ccc1Cl)c1ccccc1 (centres undefined)	-30	3	2	110	-6	-3	104	15	-30
Cc1[nH]c2ccc(C(=O)NCCCN3CCCCCC3)cc2c1C	12	-35	27*	173*	5	0	107	-1.0	6
CCCCc1nc(SCC(=O)Nc2ncccn2)n[nH]1	11	-3	.	.	5	2	.	-2.0	14
CCSc1nnc(NC(=O)c2nc(S(=O)(=O)Cc3ccc(F)cc3)ncc2Cl)s1	13	4	4	107	-49	-8	106	-0.8	19
CC(C)(C)S(=O)(=O)/C(C#N)=C/c1sccc1C1OCCO1	18	6	-23	92	0	-5	86	-1.5	0
CCOc1ccc(NCc2cccn2-c2nnc(N3CCC(C(=O)NCCCN4C(C)CCCC4C)CC3)s2)cc1 (centres undefined)	-6	-81	25*	152*	41*	-1	107	-0.2	-4
O=C(CSc1ccccc1)Nc1cc(Cl)ccc1Oc1ccccc1	-13	-12	3	98	-4	-3	99	1.2	8
CCC(CC)C(=O)c1c[nH]c(C(=O)NCCOC)c1	7	1	3	102	-1	-6	103	1.6	-2
O=C(NCC(c1cccnc1)N1CCN(c2ccc(F)cc2)CC1)c1ccccc1 (centres undefined)	6	3	-1	100	-21	-1	94	-1.1	2
CCCCN1C(=O)C(O)(CC(=O)c2c(C)coc2C)c2ccccc21 (centres undefined)	-23	6	1	100	-25	-2	99	1.2	-9
O=C(COc1cccnc1[N+](=O)[O-])Nc1cccc(S(=O)(=O)N2CCOCC2)c1	-6	7	-3	93	4	-3	94	-1.1	-6
CS(=O)(=O)c1nc(-c2ccc(Br)cc2)cc(-c2ccccc2)c1C#N	3	1	2	96	-4	-2	101	-1.0	-26
CCc1ccc(CC(=S)N2CCOCC2)cc1	13	8	-6	96	-8	0	107	1.0	-8
CCc1ccc(NC(=O)Cn2nc(C(F)(F)F)c3c2CCC3)cc1	30	-2	1	102	-7	-3	100	-0.5	9
O=C(NC1CCCC1)C(c1ccc(F)cc1)N(C(=O)c1csnn1)C1CCCC1 (centres undefined)	2	2	-3	98	-28	-9	98	0.4	3
CCCCS(=O)(=O)CC(COc1ccccc1)OC(=O)c1ccccc1 (centres undefined)	-32	9	16	108	-15	-2	107	0.2	4
CCN(CC)S(=O)(=O)c1ccc2[nH]cc(C(=O)NC3CC3)c(=O)c2c1	8	18	6	105	-1	-11	103	-0.7	-2
CCN(CC)CCN(Cc1cc2cc3c(cc2[nH]c1=O)OCO3)C(=S)NCc1ccco1	26	-12	2	108	8	-5	105	1.1	-7
Cc1cc(Cl)c(S(=O)(=O)NC(C)C)cc1OCC(N)=O	-17	-1	0	101	-2	-2	102	16	-38
N#Cc1c(-c2ccco2)cc(C2CC2)nc1N	20	17	-6	88	-14	-6	83	-3.1	15
COc1ccccc1CNC(=O)c1cc(-c2ccccc2)nn1CC1CC(c2cccc([N+](=O)[O-])c2)=NO1 (centres undefined)	.	.	0	96	.	-4	109	2.2	29
O=C(CCSCc1ccc(Cl)cc1)NC1CCCC1	-2	-1	1	109	-6	0	151*	-2.1	-5
COc1ccc2c(c1)N(C)/C(=C1/SC(=NCc3ccccc3)N(c3ccccc3)C1=O)S2	13	5	10	99	-3	3	104	17	15
CCC(C)NC(=O)C1CC(c2cccc(OC)c2)=NO1 (centres undefined)	23	-3	4	104	-1	-8	105	0.2	-2
O=S(=O)(Nc1ccc(S(=O)(=O)Nc2ncccn2)cc1)c1ccc(Cl)cc1	-3	-2	-3	98	-4	-7	100	-0.2	3
CCn1c(=O)c(C(=O)Nc2nc3ccccc3[nH]2)c(O)c2ccccc21	33	-18	-3	100	0	-2	97	-1.0	8
Cc1ccc(CNC(=O)CCC(=O)N2CC(C)Sc3ccccc32)cc1 (centres undefined)	-4	6	2	100	-41	-3	102	-4.0	6
COc1ccc(CC(=O)Nc2ccc3c(c2)C(=O)N(CCC(=O)O)C3=O)cc1	21	3	1	103	-10	-2	92	-1.3	-3
O=C1CCC(=O)N1CCSC(=S)N1CCSCC1	-6	3	0	98	-8	-4	101	4.4	-1
Nc1c(C(=O)OCC2CCCO2)c2nc3ccccc3nc2n1C1CCCCC1 (centres undefined)	12	7	-7	89	-5	-7	88	-0.2	-1
CC(Cc1ccccc1)NC(=O)CC(c1ccccc1)c1ccccc1O (centres undefined)	-4	6	3	104	-28	-7	102	-1.9	8
COc1ccccc1NC(=O)c1ccc2nc(N3C(=O)CCC3=O)sc2c1	-7	3	-16	88	-28	-1	82	0.2	-6
CCCC(=O)NC(c1ccc(C(C)C)cc1)c1ccc2cccnc2c1O (centres undefined)	-37	13	9	98	-38	-14	101	-1.9	2
Cc1ccc(C(=O)NCC(c2ccc(F)cc2)N2CCOCC2)cc1 (centres undefined)	16	-10	-9	57	-13	0	62	-0.3	-2
COc1ccc(NC(=O)NN(C(=O)c2ccccc2)C(C)(C)C)cc1	18	-9	-3	98	-1	-8	97	0.2	-2
COCc1cc(C)nc(Nc2ccccc2C)c1C#N	15	5	4	104	-6	.	98	-4.6	-3
CN(CC(=O)Nc1cccc2c1CCCC2)S(=O)(=O)c1ccccc1	-13	-1	-4	88	0	0	80*[inhibitor]	-12	0
S=C1N[C@H]2CCCC[C@@H]2N1	4	-3	1	99	-1	-4	102	-0.1	-11

Compounds above with an aryl methoxy group:
SMILES	SUMO HTRF inh	HCV NS3 hel inh	MEKK2 mut-MEK5	MEKK2 WT-MEK5	FID counter	GalR3 antagonist	MEKK3 PB1 HTS	CRFR2-BP ag	CRFBP-R2 block
COc1ccc(NC(=O)Nc2ccc3c(c2)N(C)C(=O)CS3)cc1OC	13	-6	5	110	1	1	104	-0.9	13
COc1cc(CNC(C)C23CC4CC(CC(C4)C2)C3)cc(OC)c1OC (centres undefined)	13	-33	2	98	20	-14	93	-0.6	-9
COc1cc(NC(=O)CCC(=O)OCCCC(F)(F)C(F)(F)F)nc(OC)n1	-1	-19	-7	93	-19	1	93	-1.4	-25
COc1ccc(-c2c3c(=O)n(C)c(=O)n(C)c3cn2-c2ccc(O)cc2)cc1	11	6	-3	101	-7	-2	101	0.6	-8
COc1ccccc1CNC(=O)c1cc(-c2ccccc2)nn1CC1CC(c2cccc([N+](=O)[O-])c2)=NO1 (centres undefined)	.	.	0	96	.	-4	109	2.2	29
COc1ccc2c(c1)N(C)/C(=C1/SC(=NCc3ccccc3)N(c3ccccc3)C1=O)S2	13	5	10	99	-3	3	104	17	15
CCC(C)NC(=O)C1CC(c2cccc(OC)c2)=NO1 (centres undefined)	23	-3	4	104	-1	-8	105	0.2	-2
COc1ccc(CC(=O)Nc2ccc3c(c2)C(=O)N(CCC(=O)O)C3=O)cc1	21	3	1	103	-10	-2	92	-1.3	-3
COc1ccccc1NC(=O)c1ccc2nc(N3C(=O)CCC3=O)sc2c1	-7	3	-16	88	-28	-1	82	0.2	-6
COc1ccc(NC(=O)NN(C(=O)c2ccccc2)C(C)(C)C)cc1	18	-9	-3	98	-1	-8	97	0.2	-2

Not all compounds are listed. The share of hits here may be higher or lower than overall.
